# CTSL1 counter: Fasciola hepatica cathepsin L1 inhibitors, primary screen, counter-screen for PFM18AAP inhibitor project, biochemical, QFRET, fluorogenic peptide substrate. recombinant F. hepatica cathepsin L1, Z-Leu-Arg-MCA fluorescence. inhibition, % at 5.96 µM. 300,000 compounds, 0.49% hits;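 active = inhibition above the mean of all tested compounds plus 3 SD, set per screening campaign, cut at about 17% in these data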;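 note: 0% = plate median of test compound wells and 100% = 1 µM Z-Phe-Ala-diazomethylketone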
# PREPL inhibitor: PREPL enzyme inhibitors, primary screen, biochemical, fluorescence polarization; Prolyl endopeptidase-like (Homo sapiens), Q4J6C6; AID 2751, 2010; 320,000 compounds, 0.68% hits; inhibition, % at 5.96 µM; recombinant PREPL, fluorescence polarization activity-based probe; in the data active = inhibition above about 43%;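 note: 0% = enzyme with DMSO and 100% = wells lacking enzyme; many of its hits are not listed in these tables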
# JMJD2C inh: inhibitors of GASC-1 histone demethylase, primary screen, biochemical, fluorescence, DELFIA europium; Lysine-specific demethylase 4C (Homo sapiens), Q9H3R0; GST-JMJD2C(1-420) H3K9me3 demethylation; inhibition, % at 2.35 µM; 330,000 compounds, 0.069% hits; AID 2099, 2009;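 active = more than half of a compound's replicate wells show inhibition beyond 50%, single wells judged on their own value; inconclusive = some, but no more than half, of replicates pass 50% inhibition; inactive = no replicate passes 50% inhibition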;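 note: signal counts dimethyl H3K9 product captured on neutravidin plate; 0% = median of DMSO wells and 100% = 0.3 times that DMSO median; strong numbers were not always called active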
# Target sequence (Q9H3R0 1-420 limits assumed): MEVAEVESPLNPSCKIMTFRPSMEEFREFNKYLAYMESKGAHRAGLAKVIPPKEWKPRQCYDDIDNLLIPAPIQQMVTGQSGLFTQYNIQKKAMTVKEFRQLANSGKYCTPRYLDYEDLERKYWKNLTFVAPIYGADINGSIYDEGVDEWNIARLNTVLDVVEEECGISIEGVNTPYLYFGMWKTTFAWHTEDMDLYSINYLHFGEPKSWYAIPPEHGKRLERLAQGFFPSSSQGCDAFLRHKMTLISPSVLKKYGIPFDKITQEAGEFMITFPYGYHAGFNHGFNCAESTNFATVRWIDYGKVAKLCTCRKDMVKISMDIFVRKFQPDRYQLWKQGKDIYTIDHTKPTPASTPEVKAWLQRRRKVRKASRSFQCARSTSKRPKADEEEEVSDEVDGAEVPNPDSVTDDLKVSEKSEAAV
# core dimer inh: inhibitors of HCV core protein dimerization, primary screen, biochemical, TR-FRET, high-throughput | TR-FRET GST/Flag-core106 dimerization, 1536-well | inhibition, % at 5 µM | 300,000 compounds, 0.33% hits | AID 1899, 2009;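 active = inhibition above the mean of all tested compounds plus 3 SD, set per screening campaign, cut at about 45% in these data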
#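 Assay system: Tagged HCV core106 pair (GST and Flag) | Buffer or medium: KF-containing HEPES buffer, pH 7.45, DTT, CHAPS, BSA | Also added: Eu donor and XL665 acceptor anti-tag antibodies | Dosing: One concentration, 5 µM, in 0.5% DMSO | Timing: 4 h at 22.5 °C | Technique: TR-FRET 671 and 617 nm emission | Repeats: Singlicate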
# LYPLA2 inh: LYPLA2 inhibitors, primary screen, counter-screen for PME1 inhibitor project, biochemical, fluorescence polarization, FP-Rh probe ABPP. inhibition, % at 5.9 µM. Acyl-protein thioesterase 2 (Homo sapiens), O95372. AID 2177, 2009. recombinant LYPLA2. 320,000 compounds, 0.38% hits;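 active = inhibition above the screen-wide mean plus 3 SD, limit set per campaign, cut at about 26% in these data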;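 note: 0% = LYPLA2 with DMSO and 100% = wells lacking LYPLA2 enzyme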
# Target sequence (O95372 whole entry, looked up): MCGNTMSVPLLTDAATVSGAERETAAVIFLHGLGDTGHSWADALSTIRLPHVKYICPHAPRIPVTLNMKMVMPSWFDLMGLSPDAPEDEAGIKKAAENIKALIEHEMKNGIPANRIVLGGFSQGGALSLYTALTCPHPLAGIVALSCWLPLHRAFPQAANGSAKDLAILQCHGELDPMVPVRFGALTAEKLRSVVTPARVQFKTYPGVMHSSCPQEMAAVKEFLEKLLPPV
# PP5 primary: PP5 phosphatase inhibitors, primary screen, biochemical, fluorescence | Serine/threonine-protein phosphatase 5 (Homo sapiens), P53041 | inhibition, % at 6.7 µM | 320,000 compounds, 0.18% hits | purified PP5c, OMFP substrate fluorescence;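 active = inhibition above the campaign's mean inhibition across all tested compounds plus 3 SD, cut at about 9.5% in these data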;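 note: 0% = DMSO only and 100% = 100 µM cantharidin control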
# TPT1 inhibitor: Candida albicans TPT1 enzyme inhibitors, primary screen, biochemical, fluorescence polarization | AID 1962, 2009 | 300,000 compounds, 0.81% hits | inhibition, % at 5 µM | recombinant caTPT1, FP RNA substrate dephosphorylation | tRNA 2'-phosphotransferase TPT1 (Candida albicans SC5314);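 active = inhibition above the mean of all tested compounds plus 3 SD, set per screening campaign, cut at about 24% in these data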;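 note: plate controls were DMSO alone for no effect and ferristatin control at 100 nM for full effect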
# Efflux pump inh: inhibitors of Candida efflux pumps in yeast, primary screen, S. cerevisiae, Nile Red, multiplex; 330,000 compounds, 0.44% hits; inhibition, % at 10 µM; S. cerevisiae Candida pump triplex; AID 485275, 2010;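 active = plate passing quality check with inhibition over a set limit, or well fluorescence over plate mean plus 4 SD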;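 note: Nile Red retained in pooled yeast measured as flow cytometry median fluorescence; 0% = buffer negative control and 100% = Enniatin B positive control; higher means more Nile Red kept so more efflux inhibition; some compounds called inactive have numbers as strong as hits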
# PP1 inh: PP1-alpha phosphatase inhibitors, primary screen, counter-screen for PP5 inhibitor project, biochemical, fluorescence, OMFP substrate, single point; Serine/threonine-protein phosphatase PP1-alpha catalytic subunit (Homo sapiens), P62136; inhibition, % at 6.7 µM; AID 2235, 2010; 320,000 compounds, 0.9% hits; purified PP1alpha;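 active = inhibition above the mean inhibition of all tested compounds plus 3 SD, computed separately for each screening campaign, cut at about 15% in these data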
# Target sequence (P62136 whole entry, looked up): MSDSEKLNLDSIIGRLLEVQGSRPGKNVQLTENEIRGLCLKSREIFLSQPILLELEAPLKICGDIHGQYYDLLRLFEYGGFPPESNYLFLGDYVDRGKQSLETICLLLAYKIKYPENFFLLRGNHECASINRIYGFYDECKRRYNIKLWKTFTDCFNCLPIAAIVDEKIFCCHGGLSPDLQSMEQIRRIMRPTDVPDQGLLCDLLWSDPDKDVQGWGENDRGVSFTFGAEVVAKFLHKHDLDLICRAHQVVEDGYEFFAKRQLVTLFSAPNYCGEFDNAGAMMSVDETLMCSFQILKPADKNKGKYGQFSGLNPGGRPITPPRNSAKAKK
# Active calls of the source: *; ? = inconclusive; . = not tested or not shown.
SMILES,CTSL1 counter,PREPL inhibitor,JMJD2C inh,core dimer inh,LYPLA2 inh,PP5 primary,TPT1 inhibitor,Efflux pump inh,PP1 inh
Cn1c(Cc2ccccc2)nnc1SCC(=O)Nc1ccc(N2CCOCC2)cc1,-4.8,15.0,7.4,-6.0,-3.0,2.2,0.1,1.3*,3.2
O=c1[nH]nc(-c2ccc(NCCCO)c([N+](=O)[O-])c2)c2ccccc12,-1.8,20.3,-16.4,0.0,-0.9,1.3,-8.0,-0.1,1.8
CCCCOc1ccc(S(N)(=O)=O)cc1,0.2,-4.9,-2.6,3.0,-3.4,1.9,-2.1,0.0,0.1
COc1ccc(OC)c(C(=O)c2coc3ccc(O)c(CN(C)C)c23)c1,-0.5,-8.3,-12.8,-9.2,2.9,2.7,1.3,0.1,-0.8
CCCCC1(Cc2ccc([N+](=O)[O-])cc2)C(=O)N(c2ccccc2)N(c2ccccc2)C1=O,2.6,0.5,9.0,21.6,-2.6,6.6,4.0,0.0,3.2
CCNC(=O)C(=O)NCCc1ccc(Cl)cc1,-1.9,12.1,-2.2,-0.8,0.7,0.6,3.0,0.0,2.8
CC1(C)SC(=S)N(/N=C/c2cccnc2)C1N(O)C(=O)NC1CCCCC1 (stereo not given),1.5,9.0,7.3,-2.8,3.5,-2.7,-1.0,0.1,-4.4
COCCNCCCCOc1ccc(Br)cc1C,-1.0,-0.7,-0.3,-0.7,-2.9,1.9,-0.6,-0.1,3.3
COc1cccc(C2c3[nH]c4ccccc4c3C[C@H]3C(=O)N(c4ccccc4C(=O)NCCCN4CCOCC4)C(=O)N23)c1 (stereo not given in full),-2.3,7.7,-3.4,-9.2,0.6,5.2,-1.4,0.4,1.1
CCN(CC)c1ccc(C2Nc3cccc4cccc(c34)N2)c(O)c1,-2.6,20.0,5.4,-2.9,0.7,4.7,21.4,0.2,4.0
CCCOc1ccc(CCCN=C(N)N)cc1Cl,2.5,-2.7,-4.9,-6.2,-7.2,0.8,2.4,0.4,-3.9
CCOC(=O)c1c(NC(=O)CSc2nc3ccccc3[nH]2)sc2c1CC(C)(C)NC2(C)C,-0.6,-6.2,4.5,1.2,-9.8,0.7,-0.6,0.2,-3.7
Cc1cc(C)n(C(CC(=O)N2CCc3ccccc3C2)C(=O)O)n1 (stereo not given),-1.3,6.3,11.5,0.1,6.5,0.8,-1.1,0.1,-4.3
O=C1CC(/C=C/c2cccnc2)=Nc2ccccc2N1,-2.1,16.8,-0.6,0.5,2.4,1.2,-1.0,0.0,-1.3
CS(=O)(=O)/C(C#N)=C\c1cnc(S(=O)(=O)c2ccccc2)s1,-2.6,-2.3,2.9,6.8,-18.6,-0.5,35.2*,-0.1,-2.2
CC(C)c1ccc(C2CC(=O)c3cnc(NC(=O)c4ccco4)nc3C2)cc1 (stereo not given),1.4,2.0,2.7,13.2,15.3,0.6,-0.6,0.0,0.4
O=C(NCc1cccc(Cl)c1)c1ccc2nc(N3CCOCC3)sc2c1,4.7,13.4,8.3,-1.1,3.5,0.0,-3.7,0.0,-2.0
CCOC(=O)c1ccc(NC(=O)N2CCN(CCc3ccccc3)CC2)cc1,-2.0,8.1,-1.8,-4.4,10.1,4.4,3.3,0.5,-6.1
Cc1cc(-c2ccccc2)nc2oc3c(c12)NC(=O)CN(c1ccccc1)C3=O,2.0,24.8,3.7,6.2,-2.5,-2.6,-0.8,0.0,-3.2
Nn1c(SCC(=O)Nc2ccc3c(c2)OCO3)nnc1-c1ccccc1,-2.6,4.4,8.5,-1.1,0.9,0.4,1.7,-0.1,-1.5
COc1ccc(C(=O)NC(=S)NNC(=O)COc2ccccc2)cc1,-1.6,-5.1,-13.7,4.0,-5.4,2.5,4.9,0.1,2.1
Cc1ccc(C2(C)NC(=O)N(CC(=O)NCc3cccc(Cl)c3)C2=O)cc1 (stereo not given),-3.5,12.2,11.4,-0.5,-3.1,2.5,0.0,0.3,-0.4
O=C(O)c1cn(-c2ccccc2)nc1-c1ccc(Cl)cc1,1.8,4.5,6.8,7.1,1.7,-3.2,1.6,-0.2,1.0
COCCNS(=O)(=O)c1ccc(F)c(OC)c1,-6.7,18.5,11.6,4.1,-1.2,2.9,0.5,0.6,-9.2

# 3 entries out of the list above, arranged by the value under Efflux pump inh, lowest first:
smiles,Efflux pump inh
CS(=O)(=O)/C(C#N)=C\c1cnc(S(=O)(=O)c2ccccc2)s1,-0.1
CCCCC1(Cc2ccc([N+](=O)[O-])cc2)C(=O)N(c2ccccc2)N(c2ccccc2)C1=O,0.0
CCOC(=O)c1ccc(NC(=O)N2CCN(CCc3ccccc3)CC2)cc1,0.5

# The listing continues:
SMILES,CTSL1 counter,PREPL inhibitor,JMJD2C inh,core dimer inh,LYPLA2 inh,PP5 primary,TPT1 inhibitor,Efflux pump inh,PP1 inh
CC(C)Cn1c(-c2ccco2)n[nH]c1=S,-5.7,0.5,6.1,-2.3,3.2,0.8,-3.6,-0.1,-1.1
CCn1cc(C(=O)N2CCCC(CO)(Cc3ccccc3C)C2)cn1 (stereo not given),0.1,0.8,-15.7,6.2,-1.3,0.2,-4.2,-0.4,0.3
COCCNC(=O)C(c1ccc(Cl)cc1)N(Cc1ccco1)C(=O)CCC(=O)Nc1ccccn1 (stereo not given),-1.0,-32.4,-7.3,-0.5,9.7,3.5,-2.2,-0.6,-0.4
CC(=O)Nc1ccc([N+](=O)[O-])c(CS(=O)(=O)c2ccc(C)cc2)c1[N+](=O)[O-],-1.1,10.1,-12.3,-2.7,-0.1,-0.1,-0.1,0.0,-1.4
COc1ccc(NS(=O)(=O)c2cccc(C(=O)NCC(c3ccco3)N3CCCC3)c2)cc1 (stereo not given),3.5,-0.7,5.2,-4.4,3.4,-0.5,-0.5,-0.1,-3.6
O=C(NCCCN1CCCC1)[C@H](CSCc1ccccc1)N1Cc2ccccc2C1=O,1.0,21.0,-3.0,-5.6,0.1,-0.7,1.1,0.0,-3.3
Clc1ccc(N=c2ssnc2Cl)cc1,1.8,5.3,?,-0.6,2.1,0.5,-7.1,0.1,19.3*
CCCc1cc(=O)[nH]c(SCC(=O)c2cc(C)n(CCC)c2C)n1,1.9,2.4,3.0,8.7,13.8,0.1,-1.9,0.0,-1.3
O=C(CN1CCN(C(=O)c2ccco2)CC1)Nc1ccc2c(c1)OCCO2,1.9,2.5,3.4,-5.7,1.6,-0.9,-5.5,-0.1,1.9
CCNc1nc(NCC)n2c(SCC(=O)NC34CC5CC(CC(C5)C3)C4)nnc2n1,-3.0,17.5,2.9,-6.1,1.1,-0.8,-5.1,0.1,-1.1
Cc1cccc(Nc2c(-c3ccc(N4CCOCC4)cc3)nc3ncccn23)c1,0.4,-5.3,-9.8,-48.9,2.3,1.4,8.5,0.2,1.2
CC(C)c1ccc(NC(=O)CNCC(c2ccccc2)N(C)C)cc1 (stereo not given),-0.9,10.7,0.3,-3.4,-0.6,0.6,-2.0,-0.1,10.2
COc1ccccc1/C=C/C(=O)Nc1nc(N)n(-c2ccccc2)n1,6.0,6.0,-14.0,-0.2,-1.9,-0.7,-4.5,0.0,-2.2
Cc1ccc(C(=O)COC(=O)C2CC(=O)N(c3nc(-c4ccccc4)cs3)C2)cc1 (stereo not given),-1.2,-12.7,6.3,3.0,-5.3,0.1,-1.0,0.1,7.1
CC(NC(=O)COC(=O)CCN1C(=O)C2CC=CCC2C1=O)c1ccc(Br)cc1 (stereo not given),.,8.8,13.1,.,8.1,-0.1,.,-0.1,-2.4
Cc1ccc(C(=O)NCCCN2CCN(CCCNC(=O)c3ccc(C)cc3)CC2)cc1,3.6,-3.1,-5.1,4.0,-0.1,1.7,-0.5,0.0,-4.1
Nn1c(COc2ccccc2F)nnc1SCC(=O)NC1CC1,0.8,-0.1,7.6,-0.8,6.7,-0.3,-2.2,0.1,-3.8
Cn1c(-c2ccco2)n[nH]c1=S,6.5,1.6,25.7,0.6,3.2,-0.6,-4.0,-0.2,10.5
CC(C)NCC(O)COc1ccc2c(c1)CCC2 (stereo not given),-1.6,-4.7,0.9,3.5,2.4,0.8,-1.0,0.1,-1.4
COc1ccccc1NC(=O)c1ccc2c(O)c(S(=O)(=O)c3ccccc3)c(=O)[nH]c2c1,3.4,3.3,-14.9,-4.2,4.7,-2.3,-1.8,-0.1,-1.4
COc1ccc2[nH]c(=O)c(CN(C(C)=O)C3CCCCC3)cc2c1,12.0,13.7,7.4,-0.9,-0.6,4.3,-1.8,0.0,-4.1
Cc1ccc(C(=O)N[C@@H](Cc2ccccc2)C(=O)N2CCC3(CC2)NCCc2[nH]cnc23)cc1C,2.5,-2.5,-0.1,1.1,4.0,-0.8,-3.7,0.0,-5.8
CCOc1ccc(-n2nnnc2SCC(=O)NNC(=O)c2ccco2)cc1,-0.9,-2.7,-22.0,-1.3,-4.9,0.5,-1.0,0.1,-2.4
CN(C(=O)c1ccc(S(=O)(=O)N2CCCC2)cc1)C1CCCCC1,-0.4,-3.5,0.1,8.8,2.1,1.8,4.8,-0.1,-5.7
Cc1ccc(-c2noc(CNCCCN(C)C)n2)cc1,-3.5,-11.8,-0.5,0.5,-2.8,0.5,-0.8,0.0,0.5
c1ccc(Cn2nnc3c(NCCN4CCOCC4)ncnc32)cc1,-1.1,4.5,-3.1,-4.1,3.3,-0.8,-2.3,0.1,-3.0
CCOC(=O)C(C)Sc1cc(CS(=O)(=O)c2ccccc2)nc(-c2ccccc2)n1 (stereo not given),2.1,-2.6,5.2,5.4,-4.7,2.1,2.4,0.1,1.9
CCOc1ccc(S(=O)(=O)Nc2cc(OC)c(OC)cc2C(=O)O)cc1,-2.7,-3.6,-3.3,0.6,12.1,3.1,3.2,0.2,0.9
CSc1ccc(C2c3[nH]c4ccccc4c3CCN2C(=O)c2ccnn2C)cc1 (stereo not given),-0.9,2.4,-9.9,8.5,-0.2,1.3,-0.8,-0.1,-1.8
Cc1ccc(CC(=O)Nc2cccc(C)n2)cc1,-2.2,-0.7,0.6,-0.5,6.2,-3.1,1.5,0.1,-3.2
C=CCN1C(=O)CSC1=Nc1cccc(O)c1,7.8,19.8,-1.0,-6.9,-1.2,-1.4,-3.1,-0.1,-2.5
COc1ccc(C)cc1NC(=O)COC(=O)c1c(C)noc1C,4.0,-0.6,49.1,0.1,1.2,0.8,-1.9,0.0,-1.4
CCOC(=O)CSC1=NC(=O)/C(=C/c2ccc(OC)cc2)S1,0.5,-1.7,1.7,0.3,5.2,-0.5,17.5,0.1,-1.9
COC(=O)Nc1ccc(S(=O)(=O)NCCCCCC(=O)O)cc1,-0.7,3.3,24.0,7.7,-6.1,1.1,-4.7,0.1,-0.8

# Assay outcomes from PubChem BioAssay.

# These rows are one share of the data, so the mix of outcomes need not match the whole.
